Pf growth 48h = inhibits P. falciparum growth in the first generation, 48 h; 310,000 compounds, 5.9% hits; AID 504832; P. falciparum luciferase growth in erythrocytes, 48 h; Potency, µM (top dose mostly 28.7 µM), for inactives: top-dose activity change, negative = inhibition, most hits filed as inhibitors
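Luciferase-expressing parasites in RBCs, 2% Hct / 0.1% parasitemia final; RPMI 1640 + 0.5% Albumax; 37 C, 5% CO2, one generation; luminescence read-out, lower signal = inhibition.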
Pf growth 96h = P. falciparum growth inhibition at 96 hour, primary screen for plastid delayed-death inhibitors | P. falciparum luciferase reporter growth, 96 h | Potency, µM (titrated, usually from 28.7 µM), without a hit: at the highest dose activity change, negative = inhibition, actives largely listed as inhibitors | 320,000 compounds, 6.9% hits
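96 h incubation, 37 C, 5% CO2, of luciferase-reporter P. falciparum-infected RBCs (2% hematocrit, 0.05% parasitemia final) with test compounds; endpoint luminescence.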
HCV inhibitor = HCV inhibition; AID 651820; 340,000 compounds, 3.4% hits; Huh7.5.1 HCVcc-Cre infection, luciferase reporter, 44 h; Potency, µM (doses to about 41.8 µM), without a hit: at the top dose activity change, negative = inhibition, usual class: inhibitors
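1,000 cells/well; 4 h culture; + compound; + HCVcc-Cre (~0.5 moi); 44 h; luciferase substrate, RT 15 min; read 15 sec.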
TbPYK inhibitor = T. brucei pyruvate kinase inhibition | Potency, µM (series often up to 76.8 µM), for the others: at the highest dose activity, negative = inhibition, hits mostly inhibitors | TbPYK enzyme, Kinase-Glo Plus ATP luminescence, 45 min | Q57TT1 | 410,000 compounds, 0.12% hits; also: nearly all actives have a fitted effect of over 50% in size
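Luminescence from Kinase-Glo Plus, added after a 45-minute room-temperature reaction, served as the end-point read-out. The enzyme and substrate were preincubated with compound before ADP (130 uM final) initiated turnover. Concentration-effect curves came from normalized qHTS data.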
LmPK inhibitor = blocks Leishmania mexicana pyruvate kinase activity; Q27686; AID 1721; purified LmPK, Kinase-Glo ATP luminescence, 1 h; Potency, µM (highest dose often 57.5 µM), inactives show at the highest dose activity change, negative = inhibition, actives largely listed as inhibitors; 290,000 compounds, 0.37% hits
Target sequence (Q27686 whole entry, looked up): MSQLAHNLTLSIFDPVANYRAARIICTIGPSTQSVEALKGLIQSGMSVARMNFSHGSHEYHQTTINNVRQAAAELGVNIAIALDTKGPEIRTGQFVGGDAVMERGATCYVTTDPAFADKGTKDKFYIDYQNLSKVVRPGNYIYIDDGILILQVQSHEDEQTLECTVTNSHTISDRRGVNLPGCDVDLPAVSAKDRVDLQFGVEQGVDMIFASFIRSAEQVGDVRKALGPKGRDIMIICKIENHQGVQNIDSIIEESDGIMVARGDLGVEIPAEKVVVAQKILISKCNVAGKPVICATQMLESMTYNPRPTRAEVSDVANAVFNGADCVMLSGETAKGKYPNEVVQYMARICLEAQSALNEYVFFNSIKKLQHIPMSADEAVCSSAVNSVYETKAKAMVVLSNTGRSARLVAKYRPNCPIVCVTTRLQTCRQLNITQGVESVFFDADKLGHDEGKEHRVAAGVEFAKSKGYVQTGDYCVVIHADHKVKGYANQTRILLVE
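qHTS format; LmPK 0.1 nM; substrates PEP 0.5 mM and ADP 0.1 mM. One-hour room-temperature incubation, then coupled luciferase luminescence; 0.5 nM enzyme wells mark activation.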
Sm TGR block = S. mansoni TGR enzyme inhibition. Q962Y6. purified TGR, DTNB reduction, TNB absorbance 405 nm. Potency, µM (doses to about 114 µM), for inactives: top-dose activity change, negative = inhibition, most hits filed as inhibitors. 360,000 compounds, 3% hits; also: nearly all actives have a fitted effect of over 60% in size
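First, TGR (20 nM dispensed) and NADPH were mixed with compound. Second, a 15 min room-temperature incubation followed. Third, further NADPH and then DTNB were added to start the reaction. Finally, TNB absorbance was monitored kinetically.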
Active calls of the source: *; ? = inconclusive; . = no result given; [ ] = another dose, or the depositor's remark. Calls follow the shape of the dose curve; as a rule, active = well fitted curve in the direction sought with a large enough effect; inconclusive = small, poorly fitted or top-dose-only effect, or another doubt; inactive = no such curve, though single readings can be large; an effect the other way counts as inactive or inconclusive. % is scaled to controls: 0 for no effect and ±100 for the full control effect; potency is read from the fitted curve at half-maximal effect.

SMILES	Pf growth 48h	Pf growth 96h	HCV inhibitor	TbPYK inhibitor	LmPK inhibitor	Sm TGR block
CC1COc2ccccc2N1S(=O)(=O)c1ccccc1 (configuration not stated)	2%	34%[activator]	-3%	-4%	1%	?
CC(Sc1ccccc1)C(=O)Nc1cccc(N(C)S(C)(=O)=O)c1 (configuration not stated)	13%	.	9%	-3%	1%	8%
Cc1ccc(C(=O)Nc2sc3c(c2C(=O)O)CCCC3)o1	24%	22%	?	-4%	-4%	-5%
Cc1cc(C)c(OCCCCCNCCO)c(C)c1	?	.	-14%	?	4%	-8%
O=C(CNC(=O)c1ccccc1F)N/N=C/c1cccnc1	36%[activator]	75%[activator]	16%	5%	-2%	-4%
CC(C)(C)S(=O)(=O)c1cnc(-c2ccccn2)nc1N	8%	?	13%	0%	0%	-2%
CCN(C(=O)CSc1nncn1-c1ccccc1)c1c(N)n(Cc2ccccc2)c(=O)[nH]c1=O	12%	20%	3%	-2%	-4%	1%
COc1cc(C(=O)Nc2ccc(S(=O)(=O)NC(C)C)cc2)cc(OC)c1OC	.	-2%	?	0%	1%	-9%
COC(=O)/C=C(\Oc1ccccc1)C1(O)CCCCC1	-7%	-7%	2%	-1%	1%	-28%
CCN(CC)CC(=O)Nn1c(C)nc2c(ncn2-c2ccccc2)c1=O	47%	47%[activator]	11%	-1%	-8%	-9%
CCC(CC)C(=O)Nc1cccc(-c2nc3ccccc3o2)c1	?	?	?	-10%	-13%	3%
COc1ccccc1CN1CCC(CNS(=O)(=O)c2cc(-c3cc(C)no3)ccc2OC)CC1	?	-18%	-17%	-2%	-1%	0%
COc1ccccc1Nc1c2c(nc3ccccc13)CCC2	8.3µM*	?	?	1%	1%	0%
O=C(O)c1cc(-c2ccc(Cl)c(Cl)c2)n(-c2ccccc2)n1	6%	6%	20%	-4%	11%	0%
Cc1cccc(NC(=O)CSc2nnc(C)n2Cc2ccccc2)c1	.	?	-8%	-18%	6%	1%
COc1ccc(N2CCN(C(=S)Nc3ccc(F)cc3)CC2)cc1	29%	15µM*	12%	4%	-1%	-3%
CCOC(=O)c1cc(OC(=O)c2cccnc2)n(-c2ccccc2)n1	-20%	31%[activator]	-4%	.	-4%	-2%
Cc1ccccc1Nc1nnc(SCC(=O)c2ccc(O)cc2O)s1	?	?	-4%	2%	14%	-22%
COc1ccc(-c2nnc(N3CCCCC3)c3ccccc23)cc1	?	?	17%	-2%	0%	-10%
COc1cccc2c(C)nc(Nc3nc(CSc4nnc(C)s4)cc(=O)[nH]3)nc12	-9%	12%	6%	-16%	-1%	7%

Reprinted from the part before: 2 compounds, followed by the next part.
SMILES	Pf growth 48h	Pf growth 96h	HCV inhibitor	TbPYK inhibitor	LmPK inhibitor	Sm TGR block
COc1ccc(-c2nnc(N3CCCCC3)c3ccccc23)cc1	?	?	17%	-2%	0%	-10%
COc1cccc2c(C)nc(Nc3nc(CSc4nnc(C)s4)cc(=O)[nH]3)nc12	-9%	12%	6%	-16%	-1%	7%
COCCCNC(=O)CCn1c(=O)c2ccccc2n(CC(=O)NCCC2=CCCCC2)c1=O	?	?	5%	4%	2%	4%
O=C(NCCCN1CCOCC1)C(=O)NCC1OCCN1S(=O)(=O)c1ccc(Br)cc1 (configuration not stated)	?	-2%	-22%	0%	-4%	-4%
Cc1ccc2[nH]c(=O)c(CN(C)C(=O)c3ccccn3)cc2c1	7%	.	-7%	-6%	0%	-2%
COc1ccc2[nH]c(=O)c(C(c3nnnn3CC3CCCO3)N3CCc4ccccc4C3)cc2c1 (configuration not stated)	?	0%	9%	-5%	1%	?
S=c1nc(-c2ccccc2)n(-c2ccccc2)[nH]1	.	42%[activator]	2%	?	?	-3%
CCOC(=O)c1c(N)sc(-c2ccccc2)c1C	53%[activator]	12%	4%	-26%	6%	5%
Oc1ccccc1C(=S)N1CCCC1	0%	?	13%	-7%	8%	-14%
S=C1CCSc2ccc(Cl)cc2N1	?	12%	7%	3%	2%	-34%
Cc1ccccc1C(=O)N/N=C/c1ccccn1	-25%	?	?	5%	-9%	-9%
CCOC(=O)C1CCN(S(=O)(=O)c2c(C)[nH]c(C)c2C(=O)N2CCCC2)CC1	-25%	?	18%	-1%	2%	-1%
O=C(CCc1nc(-c2ccc(Cl)cc2)no1)NC1CCCCC1	26%	0%	12%	-1%	7%	4%
O=C(CN1C(=O)c2cccnc2Oc2ccc(Cl)cc21)Nc1ccccc1F	?	7%	-23%	2%	3%	-17%
O=C(C(=O)N1CCN(c2ccc(F)cc2)CC1)c1c[nH]c2ccccc12	?	23%	18%	4%	7%	8%
COc1ccccc1C(=O)Nc1ccc(NC(=O)c2ccco2)cn1	22%	31%	?	2%	0%	2%
Nc1nc(SCC(=O)NCCOCCO)nc2sc3c(c12)CCCC3	45%[activator]	39%[activator]	20%	5%	-2%	0%
Cn1cc(CCNC(=O)c2ccc3nc(Cc4ccccc4F)oc3c2)cn1	64%[activator]	1.9µM*	-8%	5%	3%	5%
Nc1ccc(C(=O)OCc2nc3c(ccc4ccccc43)[nH]2)cc1	324%[activator]	-2%	?	4%	2%	-6%
O=C(NCCCn1ccnc1)c1ccc(Cl)s1	22%	-13%	14%	5%	-14%	-35%
S=C(Nc1ccc2nc(-c3ccccn3)c(-c3ccccn3)nc2c1)N1CCCCC1	-16%	?	?	9%	3%	-1%
O=S1(=O)CCN2C=C(Cl)C=C(Cl)C2=N1	8%	149%[activator]	0%	-3%	3%	-8%
Cc1ccc2nc(C)cc(N/N=C/c3cccnc3)c2c1	3%	19%	-15%	-6%	3%	3%
CC1=NN(Cc2cc(C(C)(C)C)c(O)c(C(C)(C)C)c2)C(=O)C1	-17%	1%	-6%	1%	-3%	11%
Cc1ccc(C)c(S(=O)(=O)NCc2ccc(C(=O)N3CCCCC3C)cc2)c1 (configuration not stated)	.	4.1µM*	-1%	-3%	4%	-15%
O=C(NCCN1CCOCC1)c1c[nH]c2ccc(S(=O)(=O)N3CCOCC3)cc2c1=O	3%	?	19%	1%	0%	?
O=[N+]([O-])c1cccc(CN2CCN(c3ncccn3)CC2)c1	40%[activator]	9%	1%	45%	-5%	-2%
O=C(/C=C/c1ccc(Cl)cc1)N1CCN(Cc2ccccc2)CC1	.	?	-15%	3%	-1%	-1%
COc1cccc(CC2(CO)CCCN(Cc3nc(-c4cccs4)oc3C)C2)c1 (configuration not stated)	?	-1%	-18%	-3%	-5%	6%
Nc1nc(SCC(=O)Nc2ccccc2Oc2ccccc2)n[nH]1	-21%	-10%	-2%	-15%	2%	3%
CCN1CCN(C(=O)CCc2nnc3ccc(N4CCC5(CC4)OCCO5)nn23)CC1	18%	?	-6%	-22%	2%	-26%
COc1ccc(CCNC(=O)CCCc2ccccc2)cc1OC	.	-16%	-17%	3%	1%	-9%
CCOC(=O)C1CCN(C(=O)c2ccccc2CCc2ccccc2)CC1	1%	-33%	-1%	4%	1%	4%
Cc1nnc(NC(=O)c2ccc3c(c2)OCO3)s1	197%[activator]	-1%	-29%	4%	-9%	0%
COc1ccc(-n2c(C)c(C)c3c(NCCCO)ncnc32)cc1	17%	9%	-18%	-13%	1%	-6%
O=C(NC1CCSc2ccccc21)c1cc(S(=O)(=O)N2CCOCC2)ccc1Cl (configuration not stated)	?	-8%	-9%	4%	.	-2%
Cc1nn(Cc2noc(C(=O)NCCCn3ccnc3)n2)c(C)c1Br	9%	139%[activator]	6%	-6%	-4%	9%
Cc1c(C(=O)NN)nn(-c2ccc(F)cc2)c(=O)c1C#N	2%	38%[activator]	?	-6%	0%	-19%
Cc1nc(CN(C)C(=O)CC2C(=O)NCCN2Cc2ccc(-c3ccccc3)cc2)cs1 (configuration not stated)	-12%	-6%	-17%	-4%	-5%	0%
O=C(CN1c2cccc3cccc(c23)S1(=O)=O)Nc1ccc(S(=O)(=O)N2CCOCC2)cc1	?	13µM*	-17%	-4%	1%	7%
CCOc1cc(N2CCOCC2)c(OCC)cc1NC(=O)CSc1ccccc1C(=O)O	?	9.3µM*	-9%	-6%	.	-10%
CSc1ccc(/C=N\NC(=O)CNc2ccc(C)cc2)cc1	33%[activator]	43%[activator]	10%	-3%	2%	-2%
Cc1ccc(C(=O)NC(c2ccccc2)C(Cl)Cl)cc1 (configuration not stated)	0%	?	?	-7%	-3%	-5%

Arranged by molecular weight (descending): 19 of the compounds above
SMILES	Pf growth 48h	Pf growth 96h	HCV inhibitor	TbPYK inhibitor	LmPK inhibitor	Sm TGR block
CCN(C(=O)CSc1nncn1-c1ccccc1)c1c(N)n(Cc2ccccc2)c(=O)[nH]c1=O	12%	20%	3%	-2%	-4%	1%
O=C(NC1CCSc2ccccc21)c1cc(S(=O)(=O)N2CCOCC2)ccc1Cl (configuration not stated)	?	-8%	-9%	4%	.	-2%
COc1cccc(CC2(CO)CCCN(Cc3nc(-c4cccs4)oc3C)C2)c1 (configuration not stated)	?	-1%	-18%	-3%	-5%	6%
Cc1ccc(C)c(S(=O)(=O)NCc2ccc(C(=O)N3CCCCC3C)cc2)c1 (configuration not stated)	.	4.1µM*	-1%	-3%	4%	-15%
O=C(CN1C(=O)c2cccnc2Oc2ccc(Cl)cc21)Nc1ccccc1F	?	7%	-23%	2%	3%	-17%
Cn1cc(CCNC(=O)c2ccc3nc(Cc4ccccc4F)oc3c2)cn1	64%[activator]	1.9µM*	-8%	5%	3%	5%
CCN(CC)CC(=O)Nn1c(C)nc2c(ncn2-c2ccccc2)c1=O	47%	47%[activator]	11%	-1%	-8%	-9%
Nc1nc(SCC(=O)Nc2ccccc2Oc2ccccc2)n[nH]1	-21%	-10%	-2%	-15%	2%	3%
CC1=NN(Cc2cc(C(C)(C)C)c(O)c(C(C)(C)C)c2)C(=O)C1	-17%	1%	-6%	1%	-3%	11%
CSc1ccc(/C=N\NC(=O)CNc2ccc(C)cc2)cc1	33%[activator]	43%[activator]	10%	-3%	2%	-2%
CCC(CC)C(=O)Nc1cccc(-c2nc3ccccc3o2)c1	?	?	?	-10%	-13%	3%
O=[N+]([O-])c1cccc(CN2CCN(c3ncccn3)CC2)c1	40%[activator]	9%	1%	45%	-5%	-2%
CC(C)(C)S(=O)(=O)c1cnc(-c2ccccn2)nc1N	8%	?	13%	0%	0%	-2%
CC1COc2ccccc2N1S(=O)(=O)c1ccccc1 (configuration not stated)	2%	34%[activator]	-3%	-4%	1%	?
Cc1ccc2nc(C)cc(N/N=C/c3cccnc3)c2c1	3%	19%	-15%	-6%	3%	3%
O=C(NCCCn1ccnc1)c1ccc(Cl)s1	22%	-13%	14%	5%	-14%	-35%
Cc1cc(C)c(OCCCCCNCCO)c(C)c1	?	.	-14%	?	4%	-8%
S=c1nc(-c2ccccc2)n(-c2ccccc2)[nH]1	.	42%[activator]	2%	?	?	-3%
Oc1ccccc1C(=S)N1CCCC1	0%	?	13%	-7%	8%	-14%

Compound activity from PubChem BioAssay.
